High-throughput results deposited in PubChem by The Scripps Research Institute Molecular Screening Center.
proKLK7 act: activators of human kallikrein-7 zymogen. AID 652039. hit rate 0.9% among 370,000. purified proKLK7, EDANS-DABCYL substrate fluorescence; 100% is mature enzyme control, 0% vehicle. P49862. activation, % at 7 µM;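 active means activation above the mean of all tested compounds plus 3 SD, computed per campaign excluding outliers beyond control limits, cut at about 13% in these data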
Target sequence (P49862 whole entry, looked up): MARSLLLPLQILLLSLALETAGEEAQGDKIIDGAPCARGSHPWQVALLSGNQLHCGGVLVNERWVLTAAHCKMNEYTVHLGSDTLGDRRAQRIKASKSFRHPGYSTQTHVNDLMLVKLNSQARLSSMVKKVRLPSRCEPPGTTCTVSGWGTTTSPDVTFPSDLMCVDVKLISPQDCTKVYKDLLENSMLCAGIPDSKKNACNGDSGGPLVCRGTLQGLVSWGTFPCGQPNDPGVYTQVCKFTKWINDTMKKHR
ADAM17 inh: inhibitors of human ADAM17. P78536. AID 720648. inhibition, % at 6.95 µM. hit rate 0.83% among 370,000. recombinant ADAM17, EDANS/DABCYL FRET peptide cleavage;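 active means inhibition above the mean of compounds lying between control limits plus 3 SD, set per campaign, cut at about 8.5% in these data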;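 further: 0% = DMSO-only wells as the low control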
PLC-gamma1 inh: blocks human PLC-gamma1 enzyme activity. P19174. purified PLC-gamma1, fluorogenic substrate, fluorescence. inhibition, % at 12.2 µM. hit rate 0.84% among 370,000. AID 720700; in the data active means inhibition above about 9.5%
PLCb3 inh: inhibitors of human phospholipase C beta3; Q01970; Purified PLC-beta3, fluorogenic substrate, fluorescence; inhibition, % at 12.2 µM; hit rate 0.18% among 370,000; AID 720704; in the data active means inhibition above about 11%;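 further: 0% = median of compound wells on plate and 100% = full blocker control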
ASAP1 GAP inh: blocks human ASAP1-stimulated Arf1 GTP hydrolysis. Q9ULH1. GDP FP detection. inhibition, % at 16.5 µM. hit rate 0.19% among 360,000; in the data active means inhibition above about 25%;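 further: 0% = vehicle with enzyme and substrate and 100% = no enzyme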
Target sequence (Q9ULH1 325-724 limits assumed): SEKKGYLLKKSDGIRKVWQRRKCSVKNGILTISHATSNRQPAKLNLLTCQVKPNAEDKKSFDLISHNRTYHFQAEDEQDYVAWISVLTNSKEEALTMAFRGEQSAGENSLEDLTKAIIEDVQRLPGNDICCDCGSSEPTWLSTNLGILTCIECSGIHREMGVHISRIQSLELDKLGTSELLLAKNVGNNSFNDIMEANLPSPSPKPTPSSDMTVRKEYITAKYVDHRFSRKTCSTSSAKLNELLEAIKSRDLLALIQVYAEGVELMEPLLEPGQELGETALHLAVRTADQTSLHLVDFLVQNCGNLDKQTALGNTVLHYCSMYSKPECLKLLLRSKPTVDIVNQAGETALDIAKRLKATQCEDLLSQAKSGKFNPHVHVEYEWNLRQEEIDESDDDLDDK
Tn6 DDE FP: DD(E)-Tn6 binding inhibition, primary FP screen; P02675; hit rate 0.21% among 370,000; Fibrin DD(E) TRITC-Tn6 fluorescence polarization displacement; AID 720509; inhibition, % at 8.3 µM;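 active means inhibition above a per-campaign cutoff: mean of compounds within control limits plus 3 SD, cut at about 15% in these data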;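 further: 0% = median of all compound wells on the plate and 100% = blocking peptide control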
MBD2 inh: blocks human MBD2 binding to methylated DNA. Q9UBB5. TR-FRET, MBD2 binding to methylated oligonucleotide. inhibition, % at 4.4 µM. hit rate 0.31% among 370,000. AID 686964; in the data active means inhibition above about 13%
Target sequence (Q9UBB5 whole entry, looked up): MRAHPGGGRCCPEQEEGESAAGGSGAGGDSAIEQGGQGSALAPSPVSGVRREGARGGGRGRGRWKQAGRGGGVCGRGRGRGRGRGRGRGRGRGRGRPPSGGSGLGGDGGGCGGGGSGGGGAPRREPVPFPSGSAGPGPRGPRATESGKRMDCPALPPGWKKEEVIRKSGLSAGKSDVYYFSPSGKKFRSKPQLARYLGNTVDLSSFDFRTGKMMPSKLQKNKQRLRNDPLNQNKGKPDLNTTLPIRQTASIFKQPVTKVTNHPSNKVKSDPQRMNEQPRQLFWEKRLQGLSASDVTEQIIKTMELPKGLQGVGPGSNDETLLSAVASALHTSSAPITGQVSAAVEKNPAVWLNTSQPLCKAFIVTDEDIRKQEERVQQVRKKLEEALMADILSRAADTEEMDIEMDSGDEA
DDE Tn7 FP inh: disrupts Tn7 cyclic peptide binding to fibrin D-Dimer-E complex; inhibition, % at 8.3 µM; AID 720508; FP displacement of FITC-Tn7 peptide from fibrin DD(E); 0% = median of compound wells per plate; P02675; hit rate 0.13% among 370,000;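 active means inhibition above the mean of compounds falling within the control limits plus 3 SD of them, cut at about 14% in these data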;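 further: 0% = plate median of compound wells and 100% = 10 µM Aha-Tn7 peptide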
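Measure: % inhibition scaled between sample-field median and high-control FP; Test system: human fibrin DD(E); Quantity: 2 µM final DD(E) protein; Doses: one dose, 8.3 µM nominal; Schedule: compound with protein 10 min, then 3 h after probe, room temperature; Detection: fluorescence polarization; Medium: Tris buffer with calcium and detergent, pH 7.8.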
UHRF1 MBD2 ctr: UHRF1 methyl-DNA binding inhibition; Q96T88; UHRF1 binding to methylated oligo, TR-FRET; inhibition, % at 4.4 µM; hit rate 0.75% among 370,000; AID 687016; in the data active means inhibition above about 21%;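 further: UHRF1 SRA domain binding a hemimethylated CpG hairpin DNA probe; 0% = median of test compound wells and 100% = reference inhibitor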
ARFGAP1 inhibitor: inhibits rat ARF GTPase activating protein 1; Q62848; Arfgap1-stimulated ARF1 GTP hydrolysis, GDP FP detection; inhibition, % at 16.5 µM; hit rate 0.26% among 360,000;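 active means inhibition above a per-plate limit, mean inhibition of low control wells plus 3 SD, cut at about 25% in these data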;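 further: 0% = DMSO wells with enzyme and 100% = wells lacking Arfgap1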
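Repeats: one replicate per compound; assay system: rat Arfgap1 catalytic domain, aa 1-136; times: enzyme reaction 120 min at 25 °C after 20 min preincubation; detection: FP of antibody-bound GDP Alexa 633 tracer, ex 620/em 688 nm; benchmarks: high control wells lacking Arfgap1, low control full reaction with DMSO; reagent: human ARF1(Δ1-17)-GTP substrate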
* marks the source's active call; other numbers are inactive results.

For COCCOc1ccc(C(F)(F)F)cc1NC(=O)CN1C(=O)NC2(CCCc3ccccc32)C1=O (stereo unspecified) the results were proKLK7 act -0.2, ADAM17 inh 9.7*, PLC-gamma1 inh 4, PLCb3 inh 10, ASAP1 GAP inh -16, Tn6 DDE FP 2, MBD2 inh -4, DDE Tn7 FP inh 6, UHRF1 MBD2 ctr 3 and ARFGAP1 inhibitor 9.
Screening c1ccc(Nc2nc(N3CCCCC3)nc(N3CCCCC3)n2)cc1 returned proKLK7 act -0.2, ADAM17 inh 6, PLC-gamma1 inh 9, PLCb3 inh 10, ASAP1 GAP inh 6, Tn6 DDE FP -1, MBD2 inh -3, DDE Tn7 FP inh -1, UHRF1 MBD2 ctr 4 and ARFGAP1 inhibitor 17.
For Cc1ccc(/C=C/C(=O)N2CCN(c3cccc(C(F)(F)F)c3)CC2)cc1 the results were proKLK7 act -0.1, ADAM17 inh -2, PLC-gamma1 inh -7, PLCb3 inh -2, ASAP1 GAP inh -12, Tn6 DDE FP -3, MBD2 inh 2, DDE Tn7 FP inh 7, UHRF1 MBD2 ctr 4 and ARFGAP1 inhibitor 9.
Screening CC(C)(C)OC(=O)C[C@H]1C/C=C\C[C@@H](CC(=O)N[C@H](CO)Cc2ccccc2)C(=O)N2CCC[C@H]2COC1=O returned proKLK7 act 0.2, ADAM17 inh -1, PLC-gamma1 inh 0, PLCb3 inh 5, ASAP1 GAP inh -7, Tn6 DDE FP 2, MBD2 inh 2, DDE Tn7 FP inh 4, UHRF1 MBD2 ctr 0 and ARFGAP1 inhibitor 7.
Screening Cc1nc2ccccc2c(=O)n1CCc1ccccc1 returned proKLK7 act -0.7, ADAM17 inh -2, PLC-gamma1 inh -4, PLCb3 inh -13, ASAP1 GAP inh -2, Tn6 DDE FP 2, MBD2 inh 0, DDE Tn7 FP inh -3, UHRF1 MBD2 ctr 0 and ARFGAP1 inhibitor 6.
Screening O=C1NC(c2cccnc2)C(C(=O)c2cccs2)C(O)(C(F)(F)F)N1 (stereo unspecified) returned proKLK7 act -0.2, ADAM17 inh 1, PLC-gamma1 inh -2, PLCb3 inh 2, ASAP1 GAP inh -7, Tn6 DDE FP 12, MBD2 inh -1, DDE Tn7 FP inh -1, UHRF1 MBD2 ctr 1 and ARFGAP1 inhibitor 7.
`COc1ccc(NC(=O)CN(c2ccc(C)cc2)S(C)(=O)=O)c(OC)c1` gave proKLK7 act 0.0, ADAM17 inh -2, PLC-gamma1 inh -2, PLCb3 inh 1, ASAP1 GAP inh -8, Tn6 DDE FP 5, MBD2 inh 0, DDE Tn7 FP inh -7, UHRF1 MBD2 ctr 40* and ARFGAP1 inhibitor 15.
Screening C=CCNC(=O)N1CCCC(N2CCN(c3ccccc3OC)CC2)C1 (stereo unspecified) returned proKLK7 act -0.6, ADAM17 inh -1, PLC-gamma1 inh -1, PLCb3 inh -7, ASAP1 GAP inh -7, Tn6 DDE FP -5, MBD2 inh 6, DDE Tn7 FP inh -5, UHRF1 MBD2 ctr 1 and ARFGAP1 inhibitor 5.
For O=C(NCCN1CCCCC1)Nc1ccccc1F the results were proKLK7 act 0.6, ADAM17 inh -5, PLC-gamma1 inh -1, PLCb3 inh -5, ASAP1 GAP inh 5, Tn6 DDE FP 2, MBD2 inh -2, DDE Tn7 FP inh 7, UHRF1 MBD2 ctr -1 and ARFGAP1 inhibitor -1.
`O=C(Nc1cccnc1Cl)c1cccc(S(=O)(=O)N2CCOCC2)c1` gave proKLK7 act 0.2, ADAM17 inh -3, PLC-gamma1 inh -1, PLCb3 inh -7, ASAP1 GAP inh -2, Tn6 DDE FP 2, MBD2 inh 0, DDE Tn7 FP inh -10, UHRF1 MBD2 ctr 0 and ARFGAP1 inhibitor 5.

Overlap with the part before: 3 entries, followed by the next part.
Screening C=CCNC(=O)N1CCCC(N2CCN(c3ccccc3OC)CC2)C1 (stereo unspecified) returned proKLK7 act -0.6, ADAM17 inh -1, PLC-gamma1 inh -1, PLCb3 inh -7, ASAP1 GAP inh -7, Tn6 DDE FP -5, MBD2 inh 6, DDE Tn7 FP inh -5, UHRF1 MBD2 ctr 1 and ARFGAP1 inhibitor 5.
For O=C(NCCN1CCCCC1)Nc1ccccc1F the results were proKLK7 act 0.6, ADAM17 inh -5, PLC-gamma1 inh -1, PLCb3 inh -5, ASAP1 GAP inh 5, Tn6 DDE FP 2, MBD2 inh -2, DDE Tn7 FP inh 7, UHRF1 MBD2 ctr -1 and ARFGAP1 inhibitor -1.
`O=C(Nc1cccnc1Cl)c1cccc(S(=O)(=O)N2CCOCC2)c1` gave proKLK7 act 0.2, ADAM17 inh -3, PLC-gamma1 inh -1, PLCb3 inh -7, ASAP1 GAP inh -2, Tn6 DDE FP 2, MBD2 inh 0, DDE Tn7 FP inh -10, UHRF1 MBD2 ctr 0 and ARFGAP1 inhibitor 5.
`O=C(Nc1ccccc1Cl)N1CCN(c2ncccn2)CC1` gave proKLK7 act -0.1, ADAM17 inh -2, PLC-gamma1 inh 3, PLCb3 inh 0, ASAP1 GAP inh 5, Tn6 DDE FP -6, MBD2 inh -1, DDE Tn7 FP inh -12, UHRF1 MBD2 ctr -2 and ARFGAP1 inhibitor 5.
Cc1cccc(NNC(=O)C(=O)NNc2cccc(C)c2)c1 was read as proKLK7 act -0.2, ADAM17 inh 1, PLC-gamma1 inh -1, PLCb3 inh -2, ASAP1 GAP inh -2, Tn6 DDE FP -7, MBD2 inh -9, DDE Tn7 FP inh -10, UHRF1 MBD2 ctr -2 and ARFGAP1 inhibitor 10.
Screening O=C1C=C(Nc2ccc(Cl)cc2)CC(c2ccc(Cl)cc2)C1 (stereo unspecified) returned proKLK7 act 0.2, ADAM17 inh -7, PLC-gamma1 inh -21, PLCb3 inh -28, ASAP1 GAP inh -9, Tn6 DDE FP -12, MBD2 inh 2, DDE Tn7 FP inh -2, UHRF1 MBD2 ctr 0 and ARFGAP1 inhibitor 6.
Screening O=C(CSc1nnc(-c2ccc3c(c2)OCO3)o1)Nc1c(F)cccc1F returned proKLK7 act 0.2, ADAM17 inh -3, PLC-gamma1 inh -5, PLCb3 inh -4, ASAP1 GAP inh 0, Tn6 DDE FP 1, MBD2 inh -3, DDE Tn7 FP inh -7, UHRF1 MBD2 ctr -1 and ARFGAP1 inhibitor 3.
CCOC(=O)c1c(-c2ccccc2)oc2ccc(OCC(O)CN(C)C)cc12 (stereo unspecified) was read as proKLK7 act 17*, ADAM17 inh -144, PLC-gamma1 inh -369, PLCb3 inh inactive, ASAP1 GAP inh 10, Tn6 DDE FP 0, MBD2 inh 2, DDE Tn7 FP inh -4, UHRF1 MBD2 ctr -1 and ARFGAP1 inhibitor 8.
For CCc1ccc(NC(=O)CN(c2ccc(OC)cc2)S(=O)(=O)c2c(C)[nH]c(=O)[nH]c2=O)cc1 the results were proKLK7 act 0.2, ADAM17 inh -2, PLC-gamma1 inh 7, PLCb3 inh -1, ASAP1 GAP inh -16, Tn6 DDE FP -4, MBD2 inh -7, DDE Tn7 FP inh -5, UHRF1 MBD2 ctr -1 and ARFGAP1 inhibitor -15.
Screening CCN(CC)CC(O)COc1ccccc1C(=O)CCc1ccccc1 (stereo unspecified) returned proKLK7 act 0.5, ADAM17 inh -2, PLC-gamma1 inh 1, PLCb3 inh 2, ASAP1 GAP inh 3, Tn6 DDE FP 5, MBD2 inh -1, DDE Tn7 FP inh 11, UHRF1 MBD2 ctr 0 and ARFGAP1 inhibitor 1.
Cc1ccc(NC(=O)CSc2nnc(CN3CCOCC3)n2C)cc1C was read as proKLK7 act 0.1, ADAM17 inh -2, PLC-gamma1 inh 0, PLCb3 inh 4, ASAP1 GAP inh 10, Tn6 DDE FP 4, MBD2 inh -4, DDE Tn7 FP inh 8, UHRF1 MBD2 ctr -4 and ARFGAP1 inhibitor 9.
COCC(=O)N(Cc1ccc(OC)cc1)Cc1nc2ccccc2c(=O)[nH]1 was read as proKLK7 act 0.8, ADAM17 inh 2, PLC-gamma1 inh 6, PLCb3 inh 1, ASAP1 GAP inh 9, Tn6 DDE FP 2, MBD2 inh -1, DDE Tn7 FP inh -7, UHRF1 MBD2 ctr 2 and ARFGAP1 inhibitor 10.
Screening CC(=O)N1N=C(c2ccccc2)CC1c1cccc([N+](=O)[O-])c1 (stereo unspecified) returned proKLK7 act 0.1, ADAM17 inh -2, PLC-gamma1 inh -4, PLCb3 inh -1, ASAP1 GAP inh 6, Tn6 DDE FP -11, MBD2 inh 2, DDE Tn7 FP inh 4, UHRF1 MBD2 ctr 2 and ARFGAP1 inhibitor -12.
For COCCNC(=O)C1(C)CCN(Cc2ccccc2C#N)C1 (stereo unspecified) the results were proKLK7 act -0.3, ADAM17 inh -1, PLC-gamma1 inh 1, PLCb3 inh 3, ASAP1 GAP inh 1, Tn6 DDE FP -4, MBD2 inh -5, DDE Tn7 FP inh 2, UHRF1 MBD2 ctr 1 and ARFGAP1 inhibitor 3.
For Cc1ccc([N+](=O)[O-])cc1NC(=O)Cc1ccc(F)cc1 the results were proKLK7 act 0.4, ADAM17 inh -3, PLC-gamma1 inh 2, PLCb3 inh -2, ASAP1 GAP inh -4, Tn6 DDE FP -3, MBD2 inh -7, DDE Tn7 FP inh 3, UHRF1 MBD2 ctr -2 and ARFGAP1 inhibitor -1.
Screening COc1cccc(NC(=O)C2CCCN2C(=O)Nc2ccc(Cl)cc2)c1 (stereo unspecified) returned proKLK7 act 0.0, ADAM17 inh -2, PLC-gamma1 inh -3, PLCb3 inh -4, Tn6 DDE FP 3, MBD2 inh 2, DDE Tn7 FP inh 10 and UHRF1 MBD2 ctr 2.
O=C(CS(=O)(=O)c1cn(Cc2ccc(Cl)cc2)c2ccccc12)N1CCCCC1 was read as proKLK7 act -0.1, ADAM17 inh -3, PLC-gamma1 inh 0, PLCb3 inh 8, ASAP1 GAP inh 16, Tn6 DDE FP 0, MBD2 inh 5, DDE Tn7 FP inh 12, UHRF1 MBD2 ctr -2 and ARFGAP1 inhibitor -3.
`COc1ccc(Cn2nnnc2C(c2ccncc2)N2CCOCC2)cc1` (stereo unspecified) gave proKLK7 act 0.3, ADAM17 inh 6, PLC-gamma1 inh 0, PLCb3 inh 3, ASAP1 GAP inh -6, Tn6 DDE FP 0, MBD2 inh -7, DDE Tn7 FP inh 0, UHRF1 MBD2 ctr 2 and ARFGAP1 inhibitor 7.
Screening COC(=O)[C@]12C[C@H](CC(=O)N3CCCCC3)C(=O)N(CCC3=CCCCC3)C1=C[C@H](C(C)C)O[C@@H]2C1CC1 returned proKLK7 act 0.4, ADAM17 inh -6, PLC-gamma1 inh 0, PLCb3 inh 3, Tn6 DDE FP 9, MBD2 inh 1, DDE Tn7 FP inh -3 and UHRF1 MBD2 ctr -1.
